Wee1 stabilizer – inhibitors of human Wee1 degradation; P30291; HeLa Luc-Wee1K328M stability, luciferase luminescence; 100% = proteasome inhibitor MG132 effect; reporter increase, % at 5 µM; hit rate 1.2% among 220,000;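 active means activation above the mean of all tested compounds plus 3 SD, set per screening run, cut at about 8.8% in these data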;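 further: cells exposed to compound for 20 h before luminescence read; 0% = DMSO alone and 100% = MG132 at 30 µM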
Target sequence (P30291 whole entry K328M): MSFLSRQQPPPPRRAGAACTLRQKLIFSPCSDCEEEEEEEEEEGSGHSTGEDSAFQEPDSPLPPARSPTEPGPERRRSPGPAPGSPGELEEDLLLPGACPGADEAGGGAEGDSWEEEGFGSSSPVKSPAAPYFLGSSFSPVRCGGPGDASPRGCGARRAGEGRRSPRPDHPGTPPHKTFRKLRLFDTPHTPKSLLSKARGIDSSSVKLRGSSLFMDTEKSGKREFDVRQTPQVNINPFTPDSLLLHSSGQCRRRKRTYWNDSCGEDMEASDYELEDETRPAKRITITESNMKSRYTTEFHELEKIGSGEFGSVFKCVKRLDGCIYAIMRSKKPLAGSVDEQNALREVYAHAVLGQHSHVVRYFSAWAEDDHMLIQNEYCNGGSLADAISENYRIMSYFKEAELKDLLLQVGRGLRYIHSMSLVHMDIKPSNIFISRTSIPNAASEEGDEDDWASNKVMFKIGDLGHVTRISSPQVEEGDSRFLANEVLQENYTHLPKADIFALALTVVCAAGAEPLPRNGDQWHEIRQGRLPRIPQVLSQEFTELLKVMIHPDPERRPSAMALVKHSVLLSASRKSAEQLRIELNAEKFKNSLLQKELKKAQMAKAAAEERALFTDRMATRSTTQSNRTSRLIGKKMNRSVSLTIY
FXIa inh 1536 – blocks human coagulation factor XIa protease activity. P03951. purified FXIa, Boc-Glu-Ala-Arg-AMC fluorogenic substrate. inhibition, % at 5 µM. hit rate 0.14% among 220,000. AID 798;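 active means inhibition of at least 40%; inactive means inhibition below 40%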;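 further: fluorescence of freed AMC excited at 355 nm; 0% = enzyme without compound and 100% = no enzyme blank; many of its hits are not listed in these tables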
TNF death inh – inhibitors of TNF-alpha induced necroptosis in Jurkat FADD-/- cells | activation (protection from cell death), % at 10 µM | hit rate 0.068% among 220,000 | Jurkat FADD-/- TNF necroptosis rescue, ATP luminescence, 24 h; 0 = TNF only, 100 = no-TNF cells;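 active means activation, meaning protection from cell death, of at least 50% relative to plate controls; inactive means activation below 50%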;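 further: necroptosis triggered by 40 ng/mL TNF-alpha added together with compound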
PPC-1+TRAIL kill – kills PPC-1 cancer cells in the presence of TRAIL; PPC-1 cells + TRAIL, ATPLite viability luminescence; cell killing (% activity), % at 4 µM; hit rate 0.41% among 220,000; AID 1443;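 active means cell killing above 50% in the first pass at 4 µM, then a duplicate retest at 5 µM averaging 50% or more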;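 further: plate controls were cells with TRAIL plus DMSO for no effect and medium-only wells lacking cells for full effect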
zVAD death inh – blocks zVAD induced death of L929 cells. hit rate 0.38% among 220,000. viability rescue, % at 10 µM. L929 zVAD necroptosis rescue, ATP luminescence, 24 h; with zVAD 60 µM;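 active means activation, scaled between plate controls, above about 75%, limit read from the data; inactive means activation under that limit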;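 further: 0% = zVAD with DMSO and 100% = DMSO alone without zVAD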
CHOP inh – blocks CHOP induction under ER stress | CHO-K1 CHOP-promoter luciferase, tunicamycin-induced, 15-18 h | hit rate 3.8% among 220,000 | inhibition, % at 10 µM;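 active means compounds that reduced the stress-induced luciferase reporter signal by more than about 70% of percent inhibition, limit read from the data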;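 further: 0% = tunicamycin plus vehicle and 100% = wells without tunicamycin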
Tb hexokinase – blocks Trypanosoma brucei hexokinase 1 activity. recombinant TbHK1, G6PDH-coupled NADH A340. inhibition, % at 10 µM. hit rate 0.11% among 220,000. AID 1430;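 active means inhibition of 50% or more in the single-dose primary screen; inactive means inhibition below 50%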
PGE2 EP2 inh – EP2 receptor (human) inhibition | P43116 | C6 glioma cells expressing human EP2, cAMP TR-FRET; cells stimulated with saturating PGE2 | inhibition, % at 25 µM | hit rate 0.52% among 260,000 | AID 1422;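 active means percent inhibition above 40 after rounding to a whole number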;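 further: rat C6 glioma host cells with rolipram phosphodiesterase inhibitor present; the protocol text gives 20 µM as final concentration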
Target sequence (P43116 whole entry, looked up): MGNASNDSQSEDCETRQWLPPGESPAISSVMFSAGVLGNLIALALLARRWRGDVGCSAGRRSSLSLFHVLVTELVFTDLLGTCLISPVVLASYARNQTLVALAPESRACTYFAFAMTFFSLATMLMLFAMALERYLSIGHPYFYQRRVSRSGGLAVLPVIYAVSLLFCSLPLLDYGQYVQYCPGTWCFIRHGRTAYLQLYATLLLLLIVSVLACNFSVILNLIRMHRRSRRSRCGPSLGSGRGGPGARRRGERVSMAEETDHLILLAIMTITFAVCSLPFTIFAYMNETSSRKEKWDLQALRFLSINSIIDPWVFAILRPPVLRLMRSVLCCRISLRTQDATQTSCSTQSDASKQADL
FXIIa inh – inhibitors of human coagulation factor XIIa; P00748; purified FXIIa, Boc-QGR-AMC fluorogenic substrate, 2 h; inhibition, % at 5 µM; hit rate 0.3% among 220,000; in the data active means inhibition above about 40%;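 further: 0% = enzyme with no compound and 100% = blank without enzyme; many of its hits are not listed in these tables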
* = called active by the depositor; nt = no result given; & = joins results of further samples. A portion of the library. The share of hits here may be higher or lower than overall.

Screens by letter – A = Wee1 stabilizer; B = FXIa inh 1536; C = TNF death inh; D = PPC-1+TRAIL kill; E = zVAD death inh; F = CHOP inh; G = Tb hexokinase; H = PGE2 EP2 inh; I = FXIIa inh
[1] C#CCN(C)C(C)Cc1ccccc1 (stereo unspecified)
  A: -1 | B: 2 | C: -0.8 | D: 17 | E: -0.3 | F: 0 | G: -1 | H: 6 | I: 4
[2] CC(C)n1cc(C(=O)N(CC(=O)NC(C)(C)C)Cc2ccccc2)cn1
  A: -2 | B: 23 | C: -0.7 | D: -4 | E: 0.2 | F: 1 | G: 3 | H: 7 | I: 7
[3] CCSc1nnc(C(N)Cc2ccccc2)o1 (stereo unspecified)
  A: 2 | B: -2 | C: -0.2 | D: 18 | E: 0.0 | F: 15 | G: 8 | H: 4 | I: 3
[4] O=C1NC(=O)N(Cc2ccccc2)C(=O)/C1=C\C=C\c1ccco1
  A: 5 | B: -2 | C: -8.1 | D: 24 | E: 0.0 | F: 91* | G: 2 | H: 63* | I: 14
[5] CC(=O)Nc1ccccc1C(=O)OCc1ccccc1F
  A: 5 | B: 8 | C: -0.8 | D: 3 | E: -0.7 | F: -7 | G: 10 | H: 5 | I: nt
[6] Cc1ccc(-c2nc3ccccc3c(=O)n2-c2nccs2)cc1
  A: 0 | B: 5 | C: -3.3 | D: 16 | E: -0.3 | F: -34 | G: 4 | H: 0 | I: 19
[7] CN(C)CCNC(=O)c1cccn(Cc2cc(C(F)(F)F)cc(C(F)(F)F)c2)c1=O
  A: 3 | B: 3 | C: 1.3 | D: -22 | E: 0.2 | F: 22 | G: -3 | H: -1 | I: 4
[8] COC(=O)C[C@]1(C(=O)OC)CN(C#N)N(c2ccc(Cl)cc2)C12c1ccccc1-c1ccccc12
  A: -3 | B: -7 | C: -17 | D: 48 | E: 10 | F: nt | G: -8 | H: 6 | I: -10
[9] COc1ccc(-c2cc(=O)c3c(OC)c(OC)c(OC)cc3o2)cc1
  A: 9.3* | B: 0 | C: -1.1 | D: 27 | E: 32 | F: -1 | G: -27 | H: 23 | I: 6
[10] CCOc1ccc(-c2cc(C)[n+](CCN(CC)CC)c(-c3ccc(OCC)cc3)c2)cc1
  A: -3 | B: -3 | C: -13 | D: 49 | E: 9.1 | F: 0 | G: -55 | H: 15 | I: 0
[11] O=C(c1ccccc1F)c1cn(Cc2ccc(F)cc2)c2ccccc12
  A: 4 | B: 3 | C: 2.1 | D: 2 | E: 0.0 | F: 44 | G: 1 | H: 13 | I: 0
[12] CC(=O)N1CN2CN(C(C)=O)CC(C(=O)c3ccc(Br)cc3)(C2)C1
  A: 1 | B: 5 | C: -3.1 | D: 4 | E: 0.2 | F: 6 | G: -1 | H: 7 | I: 19
[13] COc1ccc(CN2CCCC(C(=O)c3ccccc3SC)C2)cc1O (stereo unspecified)
  A: -2 | B: 0 | C: 3.6 | D: 6 | E: 0.7 | F: 11 | G: 6 | H: 8 | I: 11
[14] COC(=O)OCC12CCC(O1)C1(C)C(=O)OCC21 (stereo unspecified)
  A: 0 | B: 5 | C: 1.7 | D: 24 | E: -0.2 | F: 22 | G: 5 | H: 7 | I: 1
[15] COc1cc(C)c(-c2nc(CN3C[C@@H]4C[C@@H](C3)c3cccc(=O)n3C4)c(C)o2)cc1C
  A: 0 | B: -2 | C: -0.9 | D: 13 | E: -0.2 | F: 21 | G: -10 | H: 5 | I: 8

Record cards, from the list above. Screens in order: Wee1 stabilizer, FXIa inh 1536, TNF death inh, PPC-1+TRAIL kill, zVAD death inh, CHOP inh, Tb hexokinase, PGE2 EP2 inh, FXIIa inh
CC(=O)N1CN2CN(C(C)=O)CC(C(=O)c3ccc(Br)cc3)(C2)C1 across the screens: 1, 5, -3.1, 4, 0.2, 6, -1, 7, 19
O=C(c1ccccc1F)c1cn(Cc2ccc(F)cc2)c2ccccc12 across the screens: 4, 3, 2.1, 2, 0.0, 44, 1, 13, 0

Continuation.
Screens by letter – A = Wee1 stabilizer; B = FXIa inh 1536; C = TNF death inh; D = PPC-1+TRAIL kill; E = zVAD death inh; F = CHOP inh; G = Tb hexokinase; H = PGE2 EP2 inh; I = FXIIa inh
[16] COc1nc(NCC2CCCO2)nc(N2CC3CC(C2)c2cccc(=O)n2C3)n1 (stereo unspecified)
  A: -2 | B: -4 | C: 2.3 | D: -3 | E: 0.5 | F: -9 | G: -7 | H: 7 | I: 7
[17] CCN(CC)P(=O)(NC(=O)C(Cl)(Cl)Cl)N(CC)CC.[Cl-].[Cl-].[Cl-].[Nd+3]
  A: 1 | B: -5 | C: 0.0 | D: -3 | E: -0.7 | F: 30 | G: 0 | H: 2 | I: 7
[18] O=C1NC(=O)N(c2ccccc2)C(=O)/C1=C/c1ccc2c(c1)Cc1ccccc1-2
  A: -2 | B: -5 | C: -1.4 | D: -10 | E: 1.1 | F: -16 | G: -13 | H: 10 | I: 3
[19] C=CCNC(=S)/N=C/c1c(O)[nH]c(=O)[nH]c1=O
  A: 2 | B: -4 | C: -0.7 | D: 26 | E: 1.8 | F: 17 | G: -1 | H: 2 | I: 6
[20] Cc1ccc(CC(=O)N2CCN(Cc3ccccc3)CC2)cc1
  A: 1 | B: 8 | C: 1.1 | D: 10 | E: 1.5 | F: 23 | G: -2 | H: 7 | I: 9
[21] CN1CCCC(C(=O)c2ccccc2)C1 (stereo unspecified)
  A: 0 | B: -3 | C: -0.3 | D: -1 | E: 0.0 | F: 11 | G: -1 | H: 7 | I: 7
[22] Cc1cc(N2C(=O)C3CCCN3C2c2cccc(Cl)c2)no1 (stereo unspecified)
  A: -2 | B: 3 | C: -1.1 | D: 23 | E: -0.4 | F: 17 | G: -2 | H: 8 | I: 12
[23] CCCCn1c(O)c(C(CC)=NCc2ccc3c(c2)OCO3)c(=O)[nH]c1=O
  A: 0 | B: -6 | C: -0.8 | D: 13 | E: 0.1 | F: 45 | G: 9 | H: 9 | I: 0
[24] CC(=NCc1ccc(F)cc1)c1c(O)n(C)c(=O)n(C)c1=O
  A: -1 | B: 1 | C: 0.3 | D: 7 | E: 0.3 | F: 41 | G: 2 | H: 4 | I: 14
[25] CN(C)CCCN=Cc1c(O)n(CCc2ccccc2)c(=O)[nH]c1=O
  A: -2 | B: 2 | C: 0.1 | D: -3 | E: -0.1 | F: 10 | G: -1 | H: 0 | I: -1
[26] COc1ccc(OC)c(C2=NOC(C(=O)N3CCC4(CC3)OCCO4)C2)c1 (stereo unspecified)
  A: -2 | B: 4 | C: -1.3 | D: 0 | E: 0.1 | F: 16 | G: -7 | H: 4 | I: 9
[27] COc1ccc(C(O)c2cc(OC)ccc2OP(=O)(N(C)C)N(C)C)cc1 (stereo unspecified)
  A: 3 | B: -4 | C: 1.5 | D: 10 | E: 0.1 | F: -6 | G: 31 | H: 9 | I: 0
[28] COCCOC(=O)C1=C(N)OC(C)=C(C(=O)OC)C12C(=O)Nc1ccccc12 (stereo unspecified)
  A: -3 | B: -3 | C: 0.2 | D: 14 | E: 0.4 | F: -12 | G: -9 | H: 9 | I: 6
[29] Cc1ccc(CN2CCCC(C(=O)c3ccc4c(c3)OCO4)C2)cc1C (stereo unspecified)
  A: -3 | B: -1 | C: 5.9 | D: 20 | E: -0.2 | F: -2 | G: -3 | H: 5 | I: 2
[30] Cc1nc2nc(SCC(=O)N3CCC4(CC3)OCCO4)nn2c(C)c1Cc1ccccc1
  A: -3 | B: -6 | C: -0.4 | D: 1 | E: -0.1 | F: 7 | G: -7 | H: 8 | I: -1
[31] NNC(=O)CN1C(=O)CN=C(c2ccccc2)c2cc(Br)ccc21
  A: -3 | B: 19 | C: 2.7 | D: 3 | E: 0.8 | F: -10 | G: 2 | H: 13 | I: 44*
[32] Cc1cc(/C=C2\C(=O)NC(=O)N(Cc3ccco3)C2=O)c(C)n1-c1ccc(C(=O)O)cc1
  A: 4 | B: 4 | C: 1.1 | D: 7 | E: -0.1 | F: 13 | G: -10 | H: 4 | I: 11
[33] CC1(C)Cc2c(C#N)c(N3CCNCC3)nc(-c3ccco3)c2CS1
  A: -4 | B: -2 | C: -29 | D: 1 | E: 1.2 | F: 3 | G: -17 | H: 15 | I: 2
[34] Cc1c(C(=O)N2CCC3(CC2)OCCO3)sc2ncnc(N(C)c3ccccc3)c12
  A: -2 | B: 5 | C: -1.9 | D: -3 | E: -0.2 | F: 15 | G: -28 | H: 16 | I: 2
[35] CN1/C(=C\C=C2C(=O)NC(=S)NC2=O)C(C)(C)c2ccccc21
  A: -3 | B: 0 | C: -3.0 | D: 26 | E: 4.3 | F: 12 | G: 4 | H: 19 | I: 9
[36] Cn1c(O)c(C=NC2CC(C)(C)NC(C)(C)C2)c(=O)n(C)c1=O
  A: -1 | B: 0 | C: -0.2 | D: -19 | E: -0.6 | F: 17 | G: -6 | H: 7 | I: 8
[37] COc1cc2occc2c2oc(=O)ccc12
  A: -3 | B: -6 | C: 0.4 | D: 25 | E: 51 | F: 6 | G: -10 | H: 18&7 | I: 0

Among those listed so far, 8 contain sulfur:
Screens by letter – A = Wee1 stabilizer; B = FXIa inh 1536; C = TNF death inh; D = PPC-1+TRAIL kill; E = zVAD death inh; F = CHOP inh; G = Tb hexokinase; H = PGE2 EP2 inh; I = FXIIa inh
[3] CCSc1nnc(C(N)Cc2ccccc2)o1 (stereo unspecified)
  A: 2 | B: -2 | C: -0.2 | D: 18 | E: 0.0 | F: 15 | G: 8 | H: 4 | I: 3
[6] Cc1ccc(-c2nc3ccccc3c(=O)n2-c2nccs2)cc1
  A: 0 | B: 5 | C: -3.3 | D: 16 | E: -0.3 | F: -34 | G: 4 | H: 0 | I: 19
[13] COc1ccc(CN2CCCC(C(=O)c3ccccc3SC)C2)cc1O (stereo unspecified)
  A: -2 | B: 0 | C: 3.6 | D: 6 | E: 0.7 | F: 11 | G: 6 | H: 8 | I: 11
[19] C=CCNC(=S)/N=C/c1c(O)[nH]c(=O)[nH]c1=O
  A: 2 | B: -4 | C: -0.7 | D: 26 | E: 1.8 | F: 17 | G: -1 | H: 2 | I: 6
[30] Cc1nc2nc(SCC(=O)N3CCC4(CC3)OCCO4)nn2c(C)c1Cc1ccccc1
  A: -3 | B: -6 | C: -0.4 | D: 1 | E: -0.1 | F: 7 | G: -7 | H: 8 | I: -1
[33] CC1(C)Cc2c(C#N)c(N3CCNCC3)nc(-c3ccco3)c2CS1
  A: -4 | B: -2 | C: -29 | D: 1 | E: 1.2 | F: 3 | G: -17 | H: 15 | I: 2
[34] Cc1c(C(=O)N2CCC3(CC2)OCCO3)sc2ncnc(N(C)c3ccccc3)c12
  A: -2 | B: 5 | C: -1.9 | D: -3 | E: -0.2 | F: 15 | G: -28 | H: 16 | I: 2
[35] CN1/C(=C\C=C2C(=O)NC(=S)NC2=O)C(C)(C)c2ccccc21
  A: -3 | B: 0 | C: -3.0 | D: 26 | E: 4.3 | F: 12 | G: 4 | H: 19 | I: 9

High-throughput results deposited in PubChem BioAssay by several laboratories.
